Bioassay records deposited in PubChem BioAssay by several laboratories.
Ecoli viability – counter-screen for AddAB inhibitors: E. coli growth inhibition; inhibition, % at 11.9 µM; AID 449728; E. coli V3065 growth, OD600 absorbance, 18 h; hit rate 0.27% among 330,000;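 active = inhibition above the campaign's mean inhibition across all tested compounds plus 3 SD, cut at about 9.9% in these data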;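 note: uninfected addAB+ strain grown without phage in ampicillin broth; 0% = DMSO wells and 100% = ciprofloxacin 0.95 µg/ml wells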
PKA-R2B act – activates the human PKA-R2B holoenzyme complex; hit rate 0.079% among 340,000; PKA-R2B holoenzyme dissociation, Cy5-IP20 fluorescence polarization; R2B truncated from residue 108, S112A mutant; 0% DMSO only, 100% 113 µM cGMP; activation, % at 11.4 µM; P22694+P31323;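 active = activation above a cutoff set at the mean over all compounds plus 3 SD, cut at about 18% in these data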;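 note: higher means more holoenzyme dissociation and a rise in polarization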
Target sequence (P31323 whole entry, looked up, other chains not shown, the tested form may be a part): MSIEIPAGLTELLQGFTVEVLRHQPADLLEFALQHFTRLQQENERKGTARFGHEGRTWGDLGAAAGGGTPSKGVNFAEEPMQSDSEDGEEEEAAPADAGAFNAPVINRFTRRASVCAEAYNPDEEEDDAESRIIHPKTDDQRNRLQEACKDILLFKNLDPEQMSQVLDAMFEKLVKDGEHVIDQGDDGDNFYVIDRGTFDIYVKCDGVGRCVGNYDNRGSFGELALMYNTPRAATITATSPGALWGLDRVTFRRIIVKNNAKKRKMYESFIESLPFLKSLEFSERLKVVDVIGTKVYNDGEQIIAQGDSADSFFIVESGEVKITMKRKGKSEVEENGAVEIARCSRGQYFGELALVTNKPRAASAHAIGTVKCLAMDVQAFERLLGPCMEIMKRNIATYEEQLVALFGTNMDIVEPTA
HTR5A inv ctr – HTR5A inverse agonism, opioid heterodimer counter-screen. hit rate 0.083% among 340,000. inhibition, % at 9.3 µM. HTR5A cell line, luminescence. P47898; in the data active = inhibition mostly above about 23%, no sharp cut-off; inactive = mostly below about 18%;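 note: 0% = cells with DMSO and 100% = no-cell wells with DMSO; some compounds called inactive have numbers as strong as hits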
SUMO Mot1 rescue – blocks SUMOylation pathway, rescuing yeast Mot1-301 growth | S. cerevisiae Mot1-301 growth rescue, ATP luminescence, 38.5C; percent above DMSO median, 100 means doubled | hit rate 1% among 320,000 | growth rescue, % at 18.8 µM;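 active = every valid replicate shows activation above 250% relative to neutral control wells; inactive = the rest, any valid replicate at or below 250%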;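 note: OY570 slx delta 5 strain wells were the positive control but not used for scaling; some compounds called inactive have numbers as strong as hits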
DAGLB inh – blocks human DAGLB lipase activity; hit rate 0.059% among 340,000; Q8NCG7; HEK293T DAGLB membrane lysate, EnzChek fluorogenic substrate; inhibition, % at 5.17 µM; in the data active = inhibition above about 34%;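 note: 0% = enzyme with vehicle and 100% = wells lacking enzyme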
Target sequence (Q8NCG7 whole entry, looked up): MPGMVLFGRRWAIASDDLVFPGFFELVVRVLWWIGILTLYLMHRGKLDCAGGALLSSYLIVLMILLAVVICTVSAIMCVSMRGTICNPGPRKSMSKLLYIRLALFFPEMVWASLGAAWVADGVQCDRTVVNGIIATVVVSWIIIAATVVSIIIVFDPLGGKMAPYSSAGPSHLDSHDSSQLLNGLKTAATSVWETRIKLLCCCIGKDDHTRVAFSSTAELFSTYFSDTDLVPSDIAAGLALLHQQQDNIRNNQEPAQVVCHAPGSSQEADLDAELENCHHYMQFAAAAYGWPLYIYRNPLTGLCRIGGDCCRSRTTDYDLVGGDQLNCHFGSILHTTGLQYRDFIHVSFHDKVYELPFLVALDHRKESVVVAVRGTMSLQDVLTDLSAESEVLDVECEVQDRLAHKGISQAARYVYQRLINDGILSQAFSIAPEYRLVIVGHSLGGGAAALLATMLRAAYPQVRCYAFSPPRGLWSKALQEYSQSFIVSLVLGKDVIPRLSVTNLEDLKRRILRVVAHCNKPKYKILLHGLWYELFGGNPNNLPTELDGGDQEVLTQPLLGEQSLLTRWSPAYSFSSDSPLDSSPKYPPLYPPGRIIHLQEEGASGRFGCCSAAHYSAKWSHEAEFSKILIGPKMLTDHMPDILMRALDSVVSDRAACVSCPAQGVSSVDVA
CDK5 inh – CDK5/p35 (human) kinase inhibition. Q00535+Q15078. Recombinant CDK5/p35, ADP-Glo luminescence, 60 min. inhibition, % at 10 µM. hit rate 0.01% among 330,000. AID 488839;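 active = highest replicate inhibition of at least 50% and at least 75% of replicates reaching 50%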;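 note: plate controls were DMSO neutral control for no effect and GW8510 at 10 µM for full effect; many of its hits are not listed in these tables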
Tat export inh – blocks Tat-dependent protein export in E. coli. E. coli MC4100 TorA-mCherry Tat export, fluorescence. inhibition, % at 10 µM. hit rate 0.036% among 340,000. AID 488895;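 active = mean replicate inhibition at least 50% and at least half of replicates individually reaching 50%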;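 note: exported cargo escapes ClpAP degradation while cytoplasmic cargo is degraded and loses fluorescence; 0% = median of neutral control wells and 100% = median of NaSCN control wells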
phage Ecoli inh – E. coli growth loss with phage present | inhibition, % at 11.9 µM | growth absorbance | hit rate 0.26% among 360,000 | AID 651602; in the data active = inhibition above about 11%
AddAB inh – less growth of phage-infected E. coli with AddAB. AID 435030. hit rate 0.29% among 330,000. inhibition, % at 11.9 µM. E. coli expressing H. pylori AddAB, absorbance growth; in the data active = inhibition above about 12%;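 note: 0% = vehicle wells of infected cells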
HTR5A ag ctr – activates human HTR5A in OPRM1-OPRD1 agonist counter-screen; AID 504692; HTR5A agonist assay, luminescence, cell-based; hit rate 0.61% among 340,000; activation, % at 9.3 µM; in the data active = activation mostly above about 9.5%, no sharp cut-off; inactive = mostly below about 7.6%;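 note: 0% = cells with vehicle only and 100% = reference agonist; strong numbers were not always called active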
PKA-R1A act – activates the PKA-R1A holoenzyme complex; P00514+P68181; activation, % at 11.4 µM; AID 504707; PKA-R1A dissociation, Cy5-IP20 fluorescence polarization; scaled: DMSO 0%, 113 µM cGMP 100%; hit rate 0.083% among 340,000;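 active = percent activation above the mean of all tested compounds plus 3 SD, cut at about 19% in these data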;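 note: higher means more PKAc released from R1A so a rise in polarization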
Starred values were filed as active, the others as inactive; / = no result given.

no.	compound	Ecoli viability	PKA-R2B act	HTR5A inv ctr	SUMO Mot1 rescue	DAGLB inh	CDK5 inh
1	O=C(c1cccc(S(=O)(=O)N2CCOCC2)c1)N1CCC(Cc2ccccc2)CC1	2.5	-10	-29	-7	0	1.0
2	CCN(C[C@H]1N[C@@](CC)(C(=O)OC)[C@H]2C(=O)N(Cc3ccccc3)C(=O)[C@@H]12)C(=O)C1CCCCC1	0.7	-6	-7	-9	-4	9.0
3	CCOC(=O)C1CCCC(NS(=O)(=O)c2ccc(NC(C)=O)cc2)C1 (stereo not drawn)	-1.4	5	2	-33	0	0.4
4	CCc1ccc([C@@H]2CC=C(C(=O)O)[C@H](c3ccc(C(C)(C)C)cc3)N2S(=O)(=O)c2ccc(C)cc2)cc1	-1.2	8	-22	200	21	0.6
5	COc1ccc2cnn(-c3ccccc3C)c(=O)c2c1OC	0.4	-7	-3	-11	1	-0.4
6	O=C(CC(C(=O)O)c1cccc(Cl)c1Cl)c1ccccc1 (stereo not drawn)	-1.4	-4	16	12	0	-0.5
7	CCCS(=O)(=O)c1nc(S(=O)(=O)c2ccc(C)cc2)c(NCCN2CCOCC2)s1	-1.4	-4	2	-14	-3	-2.5
8	c1ccc(CSc2ncnc3sccc23)cc1	-1.9	-1	0	2	-6	-1.0
9	O=C(CCc1ccccc1)Nc1ccc(S(=O)(=O)N2CCOCC2)cc1	-0.5	-4	18	-4	1	-1.6
10	CCc1cccc(C)c1NC(=O)CN1C(=O)c2ccccc2S1(=O)=O	-1.1	4	-25	-20	-1	-2.2
11	CCOC(=O)c1nnsc1Nc1ccc(C)c(C)c1	-0.2	3	-8	269	-13	-1.1
12	CN1/C(=C/C(=O)c2nc(S(C)(=O)=O)ncc2Cl)C(C)(C)c2ccccc21	-0.6	-5	-1	-15	13	-1.5

no.	Tat export inh	phage Ecoli inh	AddAB inh	HTR5A ag ctr	PKA-R1A act
1	-4	2.8	3.0	12	-15
2	-4	2.4	2.4	2	1
3	-1	3.0	1.2	2	-2
4	26	3.8	1.3	6	-8
5	0	-0.2	0.2	1	-2
6	5	0.2	0.1	-4	2
7	-7	3.1	-1.2	3	-4
8	2	5.6	1.0	0	5
9	-4	3.1	-0.7	0	-8
10	-5	2.0	1.2	9	5
11	-6	3.4	1.1	-5	-17
12	-15	/	0.8	-2	3

Further compounds follow.
no.	compound	Ecoli viability	PKA-R2B act	HTR5A inv ctr	SUMO Mot1 rescue	DAGLB inh	CDK5 inh
13	Cc1ccc(C(C(=O)NC2CCCC2)N(C(=O)c2csnn2)C2CCCC2)o1 (stereo not drawn)	-1.3	0	25	-22	1	-5.3
14	O=C(CNC(=O)c1ccccc1F)N/N=C/c1ccco1	-0.3	9	-2	3	2	/
15	COc1ccc(/C=C(/NC(=O)c2ccccc2)C(=O)N2CCCCC2)cc1OC	0.9	-1	2	-19	0	0.7
16	O=[N+]([O-])c1ccc(F)cc1OCc1nc(-c2cccs2)no1	/	9	18	/	-6	0.3
17	CN(Cc1ccc(F)cc1)C(=O)c1cc(S(=O)(=O)N2CCCCC2)ccc1N1CCOCC1	/	-3	0	/	1	-1.8
18	COC(=O)CSc1nc2[nH]ncc2c(=O)[nH]1	1.4	-7	15	-6	2	0.8
19	CCOC(=O)C1=C(C)OC(N)=C(C#N)C1c1cc(SCC)oc1C (stereo not drawn)	-1.5	4	-23	0	-4	0.3
20	CN(CC(=O)Nc1ccccc1Cl)C1CCCCC1	0.1	-1	0	6	-3	0.6
21	Cc1oc(-c2ccc(C(F)(F)F)cc2)nc1CN(Cc1ccccn1)C[C@@H]1CCC(=O)N1	-1.3	1	10	-13	0	0.1
22	CSc1ncccc1C(=O)Nc1ccc(F)c(F)c1F	1.7	4	2	3	-1	0.0
23	CC(=O)Nc1ccc(S(=O)(=O)N2CCN(C(=O)N3CCCCC3)CC2)cc1	-1.6	2	-10	-11	0	1.3
24	CCC(=O)OCc1c(C(F)(F)F)nn(C)c1Sc1ccc(F)cc1	-2.2	-9	-16	0	-9	-4.7

no.	Tat export inh	phage Ecoli inh	AddAB inh	HTR5A ag ctr	PKA-R1A act
13	7	1.7	-1.6	-10	5
14	3	-0.2	2.9	0	-10
15	-3	3.3	4.1	0	-9
16	2	-1.7	/	-1	14
17	3	1.8	/	6	-17
18	-3	3.9	1.1	1	-7
19	0	-5.0	2.5	-5	-2
20	3	0.6	1.8	0	5
21	3	0.6	-3.1	1	-7
22	9	3.7	3.4	-1	-12
23	-1	-0.9	-1.3	2	9
24	2	3.1	1.5	-2	-11

New compounds follow
no.	compound	Ecoli viability	PKA-R2B act	HTR5A inv ctr	SUMO Mot1 rescue	DAGLB inh	CDK5 inh
25	c1ccc(N2CCN(c3ncnc4scc(-c5cccs5)c34)CC2)cc1	0.5	8	-14	4	4	-0.7
26	CCOc1ccc(-c2cc(C(=O)NCCCN3CCCC3)c3ccccc3n2)cc1	-2.5	1	11	-4	2	0.6
27	CCc1ccc(OCC(O)CN2CCC(CN3C(=O)c4cccc5cccc(c45)C3=O)CC2)cc1 (stereo not drawn)	2.2	4	-4	-15	-2	2.0
28	C=CCNC(=S)/C(=C(/[O-])c1ccc([N+](=O)[O-])cc1)[n+]1ccccc1	-0.6	-6	9	3	-1	1.3
29	O=S(=O)(c1ccc(SCc2ccccc2)nc1)N1CCCCC1	0.2	-2	2	14	-4	-1.0
30	O=C(NCCCN1CCOCC1)c1cc2c(s1)CCCC2	-1.3	-8	15	-14	2	-3.7
31	CCOC(=O)c1ccc(N2CCN(c3cc(C)ccc3C)CC2)c(N)c1	-2.2	-12	-4	-12	0	-1.5
32	Cc1nc2c(cc1C(=O)N/N=C/c1ccc(O)c(O)c1)c(=O)n(C)c(=O)n2C	-4.2	0	40	38	1	-1.4
33	COc1ccc(NC(=O)CCc2ccc(OC)c(OC)c2)cn1	-0.9	6	-5	200	0	-0.2
34	COc1ccc(NC(=O)C/C(C)=N/NC(=O)c2cnccn2)cc1	0.6	3	-4	2	3	1.3
35	O=C(c1cc(-c2ccc(F)cc2)on1)N1CCOCC1	0.4	2	1	-18	-2	0.1
36	Cc1ccc(C(=O)Oc2ccc(C(=S)N3CCOCC3)cc2)cc1	-2.1	-8	6	-4	-8	0.0

no.	Tat export inh	phage Ecoli inh	AddAB inh	HTR5A ag ctr	PKA-R1A act
25	2	-1.7	1.5	8	-5
26	6	1.1	2.3	1	7
27	2	2.1	3.5	9	1
28	-4	2.2	4.8	-4	9
29	0	3.5	-2.3	2	-4
30	14	2.6	4.2	-2	0
31	17	0.9	-1.1	1	-15
32	-3	-0.2	0.6	-2	1
33	-5	0.7	3.1	-4	-9
34	-7	4.1	-0.2	1	-7
35	-14	0.6	5.2	0	2
36	-2	-1.0	0.8	-2	-2

The list continues:
no.	compound	Ecoli viability	PKA-R2B act	HTR5A inv ctr	SUMO Mot1 rescue	DAGLB inh	CDK5 inh
37	Cc1cccc(NC(=S)/N=C(\N)Nc2nc(C)c3cc(C)ccc3n2)c1	1.5	-14	-16	-13	-2	1.6
38	Cc1ccc(-c2cc(C(=O)NNC(=O)c3csc(N4CCOCC4)n3)c3ccccc3n2)cc1	-2.5	2	3	4	-4	0.8
39	COC(=O)/C(=C\Nc1cccc(Cl)c1C)c1ncc(C(F)(F)F)cc1Cl	0.2	-5	-1	-7	1	0.4
40	Cc1nc(SCC(=O)NCc2cccs2)nc(C)c1C	-2.4	0	-15	8	2	1.0
41	Cc1ccc(NC(=O)C(C)OC(=O)/C=C/c2ccccc2)cc1 (stereo not drawn)	1.1	1	-2	-9	-1	0.5
42	O=C(Nc1ccc(-c2noc(-c3ccccc3F)n2)cc1)c1cccs1	-0.6	-1	-15	-18	-2	-0.3
43	N/C(=N\OC(=O)CCCN1C(=O)c2ccccc2C1=O)c1ccccn1	1.6	-4	-12	-20	10	0.9
44	COc1ccccc1NS(=O)(=O)c1cccc(NC(=O)c2cc3ccccc3oc2=O)c1	0.0	2	8	4	-1	2.4
45	NC(CSC(c1ccccc1)(c1ccccc1)c1ccccc1)C(=O)O (stereo not drawn)	/	-14	-7	/	-2	0.3
46	O=C(COc1ccc(F)cc1)Nc1nc2c(s1)CCCC2	0.2	1	-13	104	-4	0.5
47	COc1ccc(-c2c(C#N)c(SCc3c(C)noc3C)nc3c2C(=O)CC(C)(C)C3)cc1	0.4	-3	2	-8	1	-2.1
48	Cc1cc(C)c2cc(CN(CC3CCCO3)S(=O)(=O)c3ccc4c(c3)OCCO4)c(=O)[nH]c2c1 (stereo not drawn)	0.4	0	12	619	2	-15

no.	Tat export inh	phage Ecoli inh	AddAB inh	HTR5A ag ctr	PKA-R1A act
37	-6	2.2	1.0	-1	3
38	0	0.5	-3.4	8	4
39	8	2.8	7.1	1	1
40	-5	3.3	-1.1	3	4
41	1	-1.1	5.4	-3	-5
42	-14	-1.0	1.6	4	-1
43	-6	4.1	3.3	4	-3
44	-5	2.2	0.8	-3	-1
45	5	-1.0	/	2	-1
46	-8	2.0	-2.2	6	0
47	-3	3.4	1.0	-5	-5
48	7	-0.9	-2.5	4	3

5 entries drawn at random from those above, as already listed:
no.	compound	Ecoli viability	PKA-R2B act	HTR5A inv ctr	SUMO Mot1 rescue	DAGLB inh	CDK5 inh
46	O=C(COc1ccc(F)cc1)Nc1nc2c(s1)CCCC2	0.2	1	-13	104	-4	0.5
40	Cc1nc(SCC(=O)NCc2cccs2)nc(C)c1C	-2.4	0	-15	8	2	1.0
38	Cc1ccc(-c2cc(C(=O)NNC(=O)c3csc(N4CCOCC4)n3)c3ccccc3n2)cc1	-2.5	2	3	4	-4	0.8
42	O=C(Nc1ccc(-c2noc(-c3ccccc3F)n2)cc1)c1cccs1	-0.6	-1	-15	-18	-2	-0.3
48	Cc1cc(C)c2cc(CN(CC3CCCO3)S(=O)(=O)c3ccc4c(c3)OCCO4)c(=O)[nH]c2c1 (stereo not drawn)	0.4	0	12	619	2	-15

no.	Tat export inh	phage Ecoli inh	AddAB inh	HTR5A ag ctr	PKA-R1A act
46	-8	2.0	-2.2	6	0
40	-5	3.3	-1.1	3	4
38	0	0.5	-3.4	8	4
42	-14	-1.0	1.6	4	-1
48	7	-0.9	-2.5	4	3

Continued.
no.	compound	Ecoli viability	PKA-R2B act	HTR5A inv ctr	SUMO Mot1 rescue	DAGLB inh	CDK5 inh
49	Cc1nn(-c2ccccc2)c(C)c1NC(=O)COc1ccc(Br)cc1Cl	2.0	-4	7	22	-1	0.2
50	Cc1cccc(C)c1NC(=S)N(CCc1ccncc1)C(C)C	-1.2	4	-41	-5	-2	0.1
51	O=C(N/C(=C\c1ccco1)C(=O)N1CCOCC1)c1ccco1	-2.5	-2	27	3	3	-0.5
52	COc1ccccc1CNCc1cccs1	-1.8	-5	1	4	0	-0.3

no.	Tat export inh	phage Ecoli inh	AddAB inh	HTR5A ag ctr	PKA-R1A act
49	0	0.7	-0.3	1	6
50	-2	-0.6	1.0	8	6
51	-3	1.2	0.6	-1	-7
52	-5	4.6	0.6	-1	-7
